Assay outcomes: PubChem BioAssay, National Center for Advancing Translational Sciences (NCATS)
Epigenetic reg: Quantitative High-Throughput Screen for Regulators of Epigenetic Control | murine LDR cells, GFP reporter derepression, 30 h | Potency, µM (series often up to 53.9 µM), for the others: at the highest dose GFP activation, actives largely listed as activators | 0.2% of 280,000 active | AID 1865, 2009; note: potency is the fitted concentration of half-maximal effect; % of control where 0% means no effect; nearly all actives have a fitted effect of over 60% in size
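Reporter derepression read as number of fluorescent GFP-positive objects, 20-120 um in size, counted by laser-scanning cytometer. Mouse LDR line with an epigenetically silenced CMV-GFP locus; compound incubation 30 h, 37 C.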
NPSR antagonist: qHTS Assay for Antagonists of the Neuropeptide S Receptor: cAMP Signal Transduction; Q6W5P4; CHO-NPSR cells, cAMP TR-FRET, antagonist mode; Potency, µM (top dose mostly 38.3 µM), for inactives: at the top dose activity change, negative = inhibition, most hits filed as inhibitors; 1% of 220,000 active; AID 1461, 2008; note: potency is the fitted concentration of half-maximal effect; % is set by controls: 0 for no effect and ±100 for the full control effect; nearly all actives have a fitted effect of over 50% in size; many of its hits are not listed in these tables
Target sequence (Q6W5P4 whole entry, looked up): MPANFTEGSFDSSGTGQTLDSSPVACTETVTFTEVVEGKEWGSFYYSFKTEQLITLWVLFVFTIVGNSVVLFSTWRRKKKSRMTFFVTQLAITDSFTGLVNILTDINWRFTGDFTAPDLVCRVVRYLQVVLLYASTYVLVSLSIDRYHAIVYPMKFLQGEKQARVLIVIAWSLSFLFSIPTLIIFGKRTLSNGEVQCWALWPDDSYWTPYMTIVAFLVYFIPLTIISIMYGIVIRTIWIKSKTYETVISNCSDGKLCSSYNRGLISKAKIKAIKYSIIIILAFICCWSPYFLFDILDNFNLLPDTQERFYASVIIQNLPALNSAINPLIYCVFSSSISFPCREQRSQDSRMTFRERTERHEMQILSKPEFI
CBFb RUNX1 block: qHTS Assay for Compounds Blocking the Interaction Between CBF-beta and RUNX1 for the Treatment of Acute Myeloid Leukemia. Runt-related transcription factor 1 (Homo sapiens) + Core-binding factor subunit beta …. AlphaScreen CBFb-His/RUNX1-biotin binding, biochemical. Potency, µM (highest dose often 59.8 µM), for the others: at the top dose activity, negative = inhibition, most hits filed as inhibitors. 230,000 tested, under 10 active. AID 1477, 2009; note: % of control where 0% means no effect
Target sequence (Q01196 whole entry, looked up): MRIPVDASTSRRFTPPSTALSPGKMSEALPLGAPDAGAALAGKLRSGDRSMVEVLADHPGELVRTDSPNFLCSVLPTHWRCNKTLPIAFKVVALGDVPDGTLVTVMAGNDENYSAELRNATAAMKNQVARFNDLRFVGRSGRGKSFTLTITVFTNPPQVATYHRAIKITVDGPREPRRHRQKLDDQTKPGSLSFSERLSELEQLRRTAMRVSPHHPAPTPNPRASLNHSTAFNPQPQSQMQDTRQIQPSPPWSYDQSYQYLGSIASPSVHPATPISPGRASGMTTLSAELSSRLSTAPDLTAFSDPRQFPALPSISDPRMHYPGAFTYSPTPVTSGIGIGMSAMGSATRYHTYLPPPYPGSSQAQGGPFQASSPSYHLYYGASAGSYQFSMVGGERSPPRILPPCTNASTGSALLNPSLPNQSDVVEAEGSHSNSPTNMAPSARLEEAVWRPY
Target sequence (Q13951 whole entry, looked up): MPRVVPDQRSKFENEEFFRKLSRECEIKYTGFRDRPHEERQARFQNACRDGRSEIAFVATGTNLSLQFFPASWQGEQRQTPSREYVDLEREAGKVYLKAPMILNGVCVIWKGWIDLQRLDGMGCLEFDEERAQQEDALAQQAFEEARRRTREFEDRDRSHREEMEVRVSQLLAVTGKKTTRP
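CBF-beta (His) and RUNX1 (biotin), 30 nM each; 20 min preassociation; + compound, 15 min; + beads 50 ng each (Ni, streptavidin), 90 min; RT; AlphaScreen read.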
Luc counter: Counterscreen for Luciferase (Kinase-Glo TM) Inhibition; Kinase-Glo luciferase, ATP luminescence, 8 min; Potency, µM (top dose mostly 38.3 µM), without a hit: at the highest dose activity change, negative = inhibition, hits mostly inhibitors; 0.28% of 200,000 active; AID 1379, 2008; note: potency is the fitted concentration of half-maximal effect; % is set by controls: 0 for no effect and ±100 for the full control effect; nearly all actives have a fitted effect of over 60% in size
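Recombinant Kinase-Glo luciferase, 10 uM ATP (linear range), luciferin; imidazole pH 7.2 / KCl / MgCl2 / Tween / BSA buffer; 8 min RT; luminescence.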
LMNA splice mod: qHTS Assay for Modulators of Lamin A Splicing; HeLa LMNA splicing GFP/RFP minigene ratio, 48 h; Potency, µM (doses to about 46.1 µM), inactives show at the highest dose ratio change, negative = inhibition, usual class: inhibitors; 0.01% of 200,000 active; active = well fitted inhibition curve with a large enough effect in the signal ratio, with a control signal flat, not every such curve was filed as active; inconclusive = small, poorly fitted or top-dose-only effect, or effect the other way, or a change in a side signal; the % refers to the signal ratio; note: potency is the fitted concentration of half-maximal effect; % is set by controls: 0 for no effect and ±100 for the full control effect
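S3 HeLa stable clones carrying a lamin A-EGFP splicing minigene plus DsRed2 were seeded at 600 cells/well in Opti-MEM with 2% FBS, pin-dosed and incubated 48 h at 37°C. Acumen cytometry (488 nm) gave the GFP/RFP total-intensity ratio.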
aGal spleen mod: qHTS Assay for Inhibitors and Activators of Human alpha-Galactosidase From Spleen Homogenate; AID 2107, 2009; 0.008% of 240,000 active; human spleen homogenate, 4MU-alpha-Gal fluorescence, 40 min; Potency, µM (titrated, usually from 80 µM), for the others: top-dose activity change, negative = inhibition, usual class: inhibitors; Alpha-galactosidase A (Homo sapiens), P06280;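 note: potency is the fitted concentration of half-maximal effect; 0% = enzyme with vehicle and -100% = no enzyme basal signal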
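Spleen homogenate 1 ug + cpd (titration) + 4-MU-alpha-D-galactopyranoside 1 mM; 37C 40 min; 50 mM citrate/phosphate pH 5.0, 0.01% Tween-20; stop pH 10; fluorescence 365/440; AC50 via Hill.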
IMPase Li cell: qHTS Assay for Identifying the Cell-Membrane Permeable IMPase Inhibitors: Potentiation with Lithium. CHO-M1 cells, IP1 TR-FRET (IP-One), carbachol + lithium. AID 1457, 2008. Potency, µM (titrated, usually from 59.4 µM), for the others: at the highest dose activity, negative = IMPase inhibition, most hits filed as inhibitors. 0.35% of 210,000 active;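 note: IP1 builds up when IMPase is blocked and the TR-FRET signal falls; potency is the fitted concentration of half-maximal effect; plate controls were basal vehicle for no effect and high inhibitor control for full effect; nearly all actives have a fitted effect of over 50% in size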
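IP1 accumulation measured by competitive TR-FRET in lysed CHO-M1 cells after 30 min compound exposure at 37C, with a small lithium addition to potentiate weak responses. Hill-equation AC50 from ratio and donor-channel data.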
Active calls of the source: *; ? = inconclusive; nt = not tested or not shown; [ ] = another dose, or the depositor's remark. Unless noted, calls come from the whole dose curve; as a rule, active = well fitted curve in the direction sought with a large enough effect; inconclusive = small, poorly fitted or top-dose-only effect, or another doubt; inactive = no such curve, though single readings can be large; an effect the other way counts as inactive or inconclusive. Only part of the results is shown. The share of hits here may be higher or lower than overall.

The opening nine entries (preview)
SMILES	Epigenetic reg	NPSR antagonist	CBFb RUNX1 block	Luc counter	LMNA splice mod	aGal spleen mod	IMPase Li cell
CCOCCCNC(=O)C(NC(=O)Cc1cccs1)c1ccc(C)cc1 (centres undefined)	2.2%	0%	7%	-2%	nt	-8%	1%
COc1ccc(CCNC(=O)CN(c2cc([N+](=O)[O-])ccc2OC)S(C)(=O)=O)cc1	-3.3%	2%	0%	1%	?	-7%	3%
COC(=O)c1cc2c(s1)CS(=O)C2 (centres undefined)	-0.1%	-4%[46.1 µM]	1%	0%	-8%	-8%	-2%[38.3 µM]
CCc1nc(N[C@H](C(=O)O)C(C)C)c2oc3ccccc3c2n1	1.5%	8%	-5%	nt	nt	-4%	nt
COc1ccc(NC(=O)N2CCCC3(CCN(C(=O)c4c(C)noc4C)CC3)C2)cc1	nt	nt	nt	3%	nt	-1%	2%
Cc1ccc(-c2n[nH]c(=S)n2/N=C/c2ccc(C)o2)cc1	0.0%	-9%	-3%	2%	-3%	-8%	-2%
O=C(Cc1ccccc1)Nc1ccccc1N1CCOCC1	0.9%	-23%[46.1 µM]	2%	-3%	-6%	-13%	6%[38.3 µM]
CCC(CC)c1nnc(NC(=O)Cc2cccs2)s1	0.1%	-1%	-7%	-6%	?	-2%	3%
CCN(CC)C(=O)CSc1nnc(-c2ccco2)o1	-1.2%	2%[46.1 µM]	5%	-1%	-10%	6%	-1%

This part in full, from the first entry:
SMILES	Epigenetic reg	NPSR antagonist	CBFb RUNX1 block	Luc counter	LMNA splice mod	aGal spleen mod	IMPase Li cell
CCOCCCNC(=O)C(NC(=O)Cc1cccs1)c1ccc(C)cc1 (centres undefined)	2.2%	0%	7%	-2%	nt	-8%	1%
COc1ccc(CCNC(=O)CN(c2cc([N+](=O)[O-])ccc2OC)S(C)(=O)=O)cc1	-3.3%	2%	0%	1%	?	-7%	3%
COC(=O)c1cc2c(s1)CS(=O)C2 (centres undefined)	-0.1%	-4%[46.1 µM]	1%	0%	-8%	-8%	-2%[38.3 µM]
CCc1nc(N[C@H](C(=O)O)C(C)C)c2oc3ccccc3c2n1	1.5%	8%	-5%	nt	nt	-4%	nt
COc1ccc(NC(=O)N2CCCC3(CCN(C(=O)c4c(C)noc4C)CC3)C2)cc1	nt	nt	nt	3%	nt	-1%	2%
Cc1ccc(-c2n[nH]c(=S)n2/N=C/c2ccc(C)o2)cc1	0.0%	-9%	-3%	2%	-3%	-8%	-2%
O=C(Cc1ccccc1)Nc1ccccc1N1CCOCC1	0.9%	-23%[46.1 µM]	2%	-3%	-6%	-13%	6%[38.3 µM]
CCC(CC)c1nnc(NC(=O)Cc2cccs2)s1	0.1%	-1%	-7%	-6%	?	-2%	3%
CCN(CC)C(=O)CSc1nnc(-c2ccco2)o1	-1.2%	2%[46.1 µM]	5%	-1%	-10%	6%	-1%
NC1=NS(=O)(=O)NC1c1cccc(Cl)c1 (centres undefined)	0.0%	3%[46.1 µM]	3%	1%	9%	0%	0%[38.3 µM]
CC1CCCCC1NC(=O)Cn1nnc2ccccc2c1=O (centres undefined)	1.1%	4%	0%	0%	-15%[46 µM]	-7%	6%
Cc1sc2nc(CSc3ncn[nH]3)[nH]c(=O)c2c1C	2.4%	6%	5%	4%	-17%[46 µM]	1%	-7%
O=C(CSc1nnc(-c2ccco2)n1Cc1ccccc1)c1ccc(F)cc1	2.7%	-7%[46.1 µM]	-18%	-6%	1%	-6%	10%[38.3 µM]
Cc1ccc(-c2nnc(SCC(=O)CC(=O)Nc3ccccc3)n2-c2ccccc2)cc1	0.0%	-11%[46.1 µM]	-1%	4%	6%	-2%	4%[38.3 µM]
Cc1cc(C)n(-c2ccc(C(=O)OCC(=O)NC(c3ccccc3)c3ccccc3)cc2)n1	0.0%	-9%	7%	-2%	3%	-9%	?
O=C(CSc1nnc(-c2ccccn2)n1Cc1ccccc1)Nc1ccc2c(c1)OCO2	1.9%	-12%[46.1 µM]	-11%	0%	0%	-23%	35%[activator][38.3 µM]
Brc1ccc(-c2ccccc2)cc1	nt	nt	18%[21.7 µM]	nt	nt	13%	15%
c1ccc(C2C/C(=N\N3CCOCC3)c3ccccc3O2)cc1 (centres undefined)	1.1%	-6%	6%	-1%	7%	5%	4%
Cc1nnc(SCc2nnc(-c3cccs3)o2)n1C	-8.3%	5%	26%	1%	nt	-2%	-12%
CC(=O)OC(Cn1ccnc1)c1ccccc1 (centres undefined)	0.0%	-1%[46.1 µM]	7%	-2%	9%	-1%	-9%[38.3 µM]
Cc1cc(C)c2c(CN3CCN(C/C=C/c4ccccc4)CC3)cc(=O)oc2c1	-1.2%	-4%[7.67 µM]	-6%	-4%	?	-2%	22%[38.3 µM]
O=C(Nc1ccc(S(=O)(=O)N2CCCC2)cc1)N1c2ccccc2Sc2ccccc21	-2.0%	-26%[46.1 µM]	-13%	1%	6%	8%	14%[38.3 µM]
COc1ccc(C(=O)Nc2ccc(N3CCN(C(=O)C(C)C)CC3)cc2)cc1[N+](=O)[O-]	-1.9%	13%	-8%	-3%	-13%	3%	-1%
COc1ccc(OC)c(N2C(=O)CC(C(C)c3ccccc3)C2=O)c1 (centres undefined)	0.0%	-13%[46.1 µM]	11%	11%	8%	3%	-9%[38.3 µM]
Cn1c(N)c(C(=O)COC(=O)[C@H](Cc2ccccc2)N2C(=O)c3ccccc3C2=O)c(=O)n(C)c1=O	0.0%	26%	-12%	1%	-8%	-7%	12%
The results go on:
SMILES	Epigenetic reg	NPSR antagonist	CBFb RUNX1 block	Luc counter	LMNA splice mod	aGal spleen mod	IMPase Li cell
COC(=O)C(C)N(C#N)c1nc(NC(C)C)nc(SC)n1 (centres undefined)	-5.6%	-5%[46.1 µM]	-1%	-2%	5%	-13%	23%[38.3 µM]
O=C(COC(=O)C1CCN(S(=O)(=O)c2cccs2)CC1)Nc1ccccc1Br	-0.4%	10%	2%	-2%	nt	-1%	-4%
O=C(Oc1cccc(NC(=O)c2ccco2)c1)c1cccc(S(=O)(=O)N2CCCCC2)c1	5.9%	?	-6%	-1%	0%	-1%	-1%[38.3 µM]
O=C(CSc1cccc[n+]1[O-])Nc1cc([N+](=O)[O-])ccc1Cl	3.4%	13%	21%	4%	nt	2%	-2%
COc1ccc(-c2ccc(CCC(=O)O)n2C(C)C)cc1	0.0%	-20%[46.1 µM]	-6%	-1%	-15%	16%	9%[38.3 µM]
N#Cc1nc(COc2ccccc2F)oc1NCCCn1ccnc1	-1.1%	-13%[46.1 µM]	?	-1%	?	4%	4%[38.3 µM]
O=C(Nc1cccc(F)c1)c1cc(S(=O)(=O)NCCC2=CCCCC2)ccc1F	0.0%	-8%[46.1 µM]	-3%	3%	?	0%	14%
COC(=O)/C=C1\S/C(=N/N=C/c2ccco2)NC1=O	1.1%	-42%	0%	0%	-3%[46 µM]	-19%	-2%
CC(=O)NN1C(=O)/C(=C\c2ccc(Cl)cc2)SC1=S	-0.1%	-11%	3%	0%	32%[46 µM]	-1%	1%
O=C(CN1CCOCCOCCOCCOCC1)Nc1ccccc1	1.2%	-8%[46.1 µM]	10%	-3%	-2%	5%	7%
Cc1ccccc1Oc1ccc(NC(=O)C2CC=CCC2C(=O)O)cc1 (centres undefined)	9.5%	-5%	10%	-2%	?	4%	-1%
Cc1ccc(Cn2nnnc2CN2CCC(NC(=O)c3ccc(Br)cc3)CC2)cc1	-0.1%	-14%	-3%	4%	?	7%	22%
Cc1nc([N+](=O)[O-])cn1-c1nc2ccccn2c1[N+](=O)[O-]	1.1%	-20%	5%	-2%[7.66 µM]	?	0%	5%
CC(C)(Cc1ccc(O)cc1)NC(=O)CC(=O)N/N=C/c1ccc([N+](=O)[O-])cc1	-1.9%[10.1 µM]	9%	-3%	4%	nt	-3%	3%
CCc1ccc(/C=C2\SC(N3CCCC3)=NC2=O)cc1	13%	-19%	5%	-2%	nt	-7%	25%
CCOc1ccc(CC(=O)N/N=C/c2cccnc2)cc1	-1.3%	-13%	8%	nt	nt	-8%	nt
CCCCN1CNC(=S)N(CCc2ccc(OCC)c(OCC)c2)C1	-0.3%	15%	0%	nt	nt	-3%	nt
O=C(Nc1ccc(Nc2ccccc2)cc1)c1ccc(Br)o1	-0.9%	-23%[46.1 µM]	-26%	-2%	?	-4%	-13%[38.3 µM]
O=C(Nc1ccc(F)cc1)N1CCN(c2ncccn2)CC1	3.1%	-11%	6%	-3%	7%[46 µM]	-3%	-3%
CN(C)c1ccnc(NCc2ccccc2)c1C#N	-1.0%	1%[46.1 µM]	7%	-3%	21%	4%	1%[38.3 µM]
CCOC(=O)Cc1cc(=O)c2c(=O)n(-c3ccccc3)[nH]c2[nH]1	-0.8%	-10%[46.1 µM]	?	-2%	-5%	0%	19%[38.3 µM]
COc1ccc(-c2csc3nc[nH]c(=O)c23)cc1	-1.1%	1%	2%	-1%	6%[9.22 µM]	-3%	-7%
COc1ccc(Oc2nc3ccccc3nc2C(F)(F)F)cc1	0.0%	-20%[46.1 µM]	2%	-3%	1%	-10%	8%[38.3 µM]
CC(NC(=O)Cc1ccc(-c2ccccc2)cc1)c1ccccc1 (centres undefined)	-0.3%	-22%[46.1 µM]	10%	-5%	-11%	4%	16%[38.3 µM]
COc1ccc(CCN(Cc2cccs2)S(=O)(=O)c2ccc(S(=O)(=O)N3CCCCCC3)cc2)cc1OC	-1.0%	4%	-1%	-2%	-9%	20%	10%
